# Screens from PubChem BioAssay.
# Mac1 fbg inh – inhibitors of CD11b/CD18 adhesion to fibrinogen, primary screen, K562 cells, luminescence; Integrin beta-2 (Homo sapiens) + Integrin alpha-M (Homo sapiens), P05107+P11215; AID 1497, 2009; 0.54% of 93,000 active; inhibition, % at 10 µM; ATPlite luminescence; Mn2+ added to activate the integrin;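 active means primary inhibition of 50% or more at 10 µM, then 40% or more on retest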; further: some results filed as inactive read as strong as hits
# H69AR growth 86K – proliferation blockers of H69AR lung cancer cells, primary screen, cell-based, human, 86K library. viability, % at 10 µM. H69AR lung tumor viability, ATP luminescence, 72 h; stronger effect = lower value. 6% of 85,000 active;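 active means viability at or below 40%; inactive means viability above 40%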;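 further: multidrug resistant small cell line overexpressing MRP-1 efflux transporter; 100% = mean luminescence of untreated control wells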
# ERa coact inh – ERα–SRC-1 coactivator interaction inhibitors, primary screen, biochemical, TR-FRET, ERα LBD, estradiol-bound. Estrogen receptor (Homo sapiens), P03372. TR-FRET ER-alpha LBD / SRC-1 peptide. inhibition, % at 25.6 µM. 1.7% of 86,000 active. AID 629, 2007; in the data active means inhibition above about 50%;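 further: 0% = receptor plus peptide control and 100% = peptide only without receptor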
# Target sequence (P03372 whole entry, looked up, the tested form may be a part): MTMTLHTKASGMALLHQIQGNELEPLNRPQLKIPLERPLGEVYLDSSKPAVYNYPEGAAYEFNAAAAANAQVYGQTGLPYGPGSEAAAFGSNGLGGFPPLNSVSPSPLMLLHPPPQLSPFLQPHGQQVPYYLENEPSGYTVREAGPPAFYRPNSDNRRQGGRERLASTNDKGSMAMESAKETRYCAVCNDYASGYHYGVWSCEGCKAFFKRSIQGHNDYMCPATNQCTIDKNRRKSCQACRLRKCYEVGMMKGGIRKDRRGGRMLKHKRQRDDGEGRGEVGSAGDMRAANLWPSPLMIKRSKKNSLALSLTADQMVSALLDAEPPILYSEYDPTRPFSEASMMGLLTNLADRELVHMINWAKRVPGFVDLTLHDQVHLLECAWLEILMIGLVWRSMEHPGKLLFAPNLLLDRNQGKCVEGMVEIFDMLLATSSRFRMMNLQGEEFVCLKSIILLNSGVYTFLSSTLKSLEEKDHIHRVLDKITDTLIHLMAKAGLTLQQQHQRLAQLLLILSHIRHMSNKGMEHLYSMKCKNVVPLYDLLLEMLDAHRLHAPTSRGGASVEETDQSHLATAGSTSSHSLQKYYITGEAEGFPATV
# CYP2C19 act – human CYP2C19 activators, primary screen, biochemical, luminescence | activation factor at 5 µM | recombinant CYP2C19, luciferin-H EGE luminescence; stronger effect = higher value; 0 = fully inhibited enzyme, 1 = untreated enzyme | Cytochrome P450 2C19 (Homo sapiens), P33261 | 96,000 tested, under 10 active;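 active means activation factor of at least 2 at 5 µM in the primary screen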;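 further: 0 = wells with 2.5 mM tranylcypromine and 1 = vehicle-only wells; values of inactives mirror those of a sister screen read the other way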
# Target sequence (P33261 whole entry, looked up): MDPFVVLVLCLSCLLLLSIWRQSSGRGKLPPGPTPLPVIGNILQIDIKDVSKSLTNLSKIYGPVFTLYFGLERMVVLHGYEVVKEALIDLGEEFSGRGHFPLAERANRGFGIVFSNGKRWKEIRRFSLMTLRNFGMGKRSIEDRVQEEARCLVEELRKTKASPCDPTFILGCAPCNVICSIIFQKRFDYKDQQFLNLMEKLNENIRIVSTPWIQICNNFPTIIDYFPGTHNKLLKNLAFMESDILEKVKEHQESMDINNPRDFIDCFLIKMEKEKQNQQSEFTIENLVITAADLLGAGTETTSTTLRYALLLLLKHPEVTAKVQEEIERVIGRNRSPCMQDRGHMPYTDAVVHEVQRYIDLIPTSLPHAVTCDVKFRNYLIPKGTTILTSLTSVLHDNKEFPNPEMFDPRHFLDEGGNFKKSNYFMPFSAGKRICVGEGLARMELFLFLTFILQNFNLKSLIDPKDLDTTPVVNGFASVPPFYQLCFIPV
# ERa coact pot – enhancers of ERα–SRC-1 coactivator binding, primary screen, biochemical, TR-FRET, ERα LBD, low estradiol | Estrogen receptor (Homo sapiens), P03372 | TR-FRET ERalpha-LBD/SRC-Cy5 coactivator binding, 2 h; 100 = basal binding, no effect | coactivator binding (% of control), % at 25.6 µM | 1.3% of 86,000 active; in the data active means activity above about 200%;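 further: binding measured in presence of low estradiol as agonist stimulus; 0% = peptide alone without receptor and 100% = receptor with peptide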
# CYP2C19 inhib – blockers of cytochrome P450 2C19 activity – biochemical, luminescence, ADME assay, primary screen; P33261; CYP2C19 Supersomes, luciferin-H EGE luminescence, 30 min; inhibition, % at 5 µM; 21% of 96,000 active; AID 778, 2007;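 active means CYP2C19 inhibition above a set limit at 5 µM in the primary screen, cut at about 50% in these data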;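 further: plate controls were negative control wells for no effect and 2.5 mM tranylcypromine positive control for full effect; values of inactives mirror those of a sister screen read the other way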
# Fibroblast inh – antiproliferative effect on LL 47 fibroblasts – human, LL 47 cells, CellTiter-Glo luminescence, primary screen; AID 719, 2007; viability, % at 10 µM; 1.1% of 85,000 active; LL 47 human lung fibroblast viability, ATP luminescence; stronger effect = lower value;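 active means viability at or below 50% in the single dose screen; inactive means viability above 50%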;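 further: compound exposure lasted 72 h before the ATP readout; 100% = median luminescence of untreated cell-only wells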
#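 Signal: luminescent ATP detection, CellTiter-Glo; assay system: LL 47 human lung fibroblasts; input: 1,150 cells/well; incubation: overnight cell rest, 72 h compound treatment at 37 °C; measure: % viability versus median cells-only luminescence; medium: IMEM growth medium with 15% fetal bovine serum; dosing: compound addition at 0.1% DMSO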
# Mac1 fbg enh – enhancers of CD11b/CD18 adhesion to fibrinogen, primary screen, K562 cells, luminescence. Integrin beta-2 (Homo sapiens) + Integrin alpha-M (Homo sapiens), P05107+P11215. ATPlite luminescence. activation, % at 10 µM. 0.07% of 93,000 active;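 active means 10 µM primary screen giving 50% or more activity, confirmed by 40% or more on retest at that dose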; further: strong numbers were not always called active
# HUVEC inhibit – inhibitors of HUVEC proliferation, primary screen, cell-based, 384-well. CellTiter-Glo luminescence, 72 h; stronger effect = lower value. viability, % at 10 µM (by protocol). 1.1% of 86,000 active;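 active means viability at or below 30%; inactive means viability above 30%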;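 further: 100% = median luminescence of DMSO-only cell control wells on each plate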
# An asterisk follows results filed as active; . = no result given; [ ] = another dose, or the depositor's remark. Rows were taken by chance. Share with any hit: about 26%.
SMILES,Mac1 fbg inh,H69AR growth 86K,ERa coact inh,CYP2C19 act,ERa coact pot,CYP2C19 inhib,Fibroblast inh,Mac1 fbg enh,HUVEC inhibit
Cn1c(SCC(=O)N2CCN(c3ccccc3)CC2)nnc1-c1ccco1,14.9,90.4,10.9,0.9,104.5[fluorescence artefact?],9.7,95.8,-3.3,101.7
CN(CCCNS(=O)(=O)c1cccc2cccnc12)Cc1ccccc1,20.7,89.5,7.8[fluorescence artefact?],0.6,103.1,37.3,99.1,3.8,93.7
O=C(O)CN(c1ccc2c(c1)OCCO2)S(=O)(=O)c1ccccc1,-47.5,.,8.7,1,119.1,-4.8,103.1,2.8,103.7
CCOc1ccc(N(C(C)C(=O)NCc2ccco2)S(C)(=O)=O)cc1 (stereo not drawn),-7.4,103.4,13.6,0.2,109.0,78.3*,108.5,-3.2,104.7
CC(C)Cc1nc2n[nH]c(N)c2c2c1CCC2,-22.7,100.2,0.9,1.1,116.4[fluorescence artefact?],-14.9,100.9,0.7,97.4
COc1ccc(-c2c(C(F)(F)F)oc3c(CN4CCN(C)CC4)c(O)ccc3c2=O)cc1,.,90.3,1.3,1,106.4,-2.7,95.1,.,89.9
CC(=O)c1c(C)[nH]c(C(=O)NC2=NCCS2)c1C,-0.3,91.0,2.8,0.6,106.1,41.2,113.5,1.4,89.5
O=C(C1CCN(S(=O)(=O)c2ccc(F)cc2)CC1)N1CCOCC1,1.4,99.2,-10.9,0.8,105.9,20.1,100.1,0.1,92.2
COc1cc(NCCCCCCCN)c2ncccc2c1,.,101.9,77.6*[fluorescence artefact?],.,38.0[fluorescence artefact?],.,22.7*,.,3.1*
COc1ccc(NC2=C(C(C)=O)C(c3ccc4c(c3)OCO4)C(C(C)=O)C(C)(O)C2)cc1 (stereo not drawn),0.2,83.1,2.8,0.3,95.0,72.4*,90.0,1.6,86.6
CCN(CC)CC(O)COc1ccc2c(c1)c(C(C)=O)c(C)n2-c1ccccc1 (stereo not drawn),.,55.3,0.2,.,98.2,.,84.0,.,75.5
Cc1cc(C)cc(CC2CC(=O)N(c3nc(C)cc(C)n3)C2=O)c1 (stereo not drawn),.,91.8,10.1,.,131.5,.,100.5,.,98.5
CC(C)COCC1CC2(CC(C)C(=O)CC2=O)C(=O)O1 (stereo not drawn),0.1,97.0,-7.0,0.9,97.2,7.6,102.4,-3.9,51.2
C/C(NCCCn1ccnc1)=C(\C#N)C(N)=O,-6.5,95.1,-2.7,0.9,124.2,10.4,89.0,0.1,97.5
Cc1ccc(CNc2ccc(CNc3ncn[nH]3)cc2)cc1,-33.0,92.2,-7.6,0.2,104.3,76.7*,101.4,-3.7,91.1
COc1cc(C)c(CNc2cccc(C)c2)cc1C,-26.2,113.1,-9.1,0.1,96.9[fluorescence artefact?],92.7*,100.9,-5.5,104.4
Cc1cc(C)n2nc(C(=O)Nc3nccs3)nc2n1,-1.9,97.2,7.5,0.9,89.1,13.7,98.8,7.0,82.9
COC(=O)C(Cc1cnc(Cl)s1)(C(=O)OC)c1ccccc1[N+](=O)[O-],1.7,99.0,0.2,0.1,96.0,93.5*,106.9,-1.8,107.5
COc1ccc(OC)c(S(=O)(=O)NC2CCCCC2)c1,2.5,102.2,6.8,0.7,95.2,30.5,110.2,-3.0,101.0
N#Cc1c(NC(=O)c2ccncc2)sc2c1CCC2,-26.5,88.7,90.8*[fluorescence artefact?],0.3,10.4[fluorescence artefact?],73.1*,87.9,4.4,81.8
N#CC1=C2SCN(Cc3ccccc3)CN2C(=O)CC1c1ccc2c(c1)OCO2 (stereo not drawn),-17.8,89.5,5.7,0.5,73.3,53.7*,98.6,2.1,99.4
S=C1NC(c2ccccc2)=NCN1c1ccccc1,-1.9,.,.,0.1,.,94.7*,.,-1.4,.
N#Cc1ccccc1Cn1c(=O)n(C2CCCC2)c(=O)c2ccccc21,-26.3,91.1,20.4,0.1,70.5,86.5*,98.3,-3.0,95.7
CC1(C)Cc2c(c(-c3ccccc3)[nH]c(=O)c2C#N)CS1,1.0,96.8,8.8[fluorescence artefact?],0.7,122.6,26.8,102.2,-2.7,100.6

# A second format for part of the listing above:
COc1ccc(-c2c(C(F)(F)F)oc3c(CN4CCN(C)CC4)c(O)ccc3c2=O)cc1
  Mac1 fbg inh: .	H69AR growth 86K: 90.3	ERa coact inh: 1.3	CYP2C19 act: 1	ERa coact pot: 106.4	CYP2C19 inhib: -2.7	Fibroblast inh: 95.1	Mac1 fbg enh: .	HUVEC inhibit: 89.9
CC(C)COCC1CC2(CC(C)C(=O)CC2=O)C(=O)O1 (stereo not drawn)
  Mac1 fbg inh: 0.1	H69AR growth 86K: 97.0	ERa coact inh: -7.0	CYP2C19 act: 0.9	ERa coact pot: 97.2	CYP2C19 inhib: 7.6	Fibroblast inh: 102.4	Mac1 fbg enh: -3.9	HUVEC inhibit: 51.2

# Going on with the list.
SMILES,Mac1 fbg inh,H69AR growth 86K,ERa coact inh,CYP2C19 act,ERa coact pot,CYP2C19 inhib,Fibroblast inh,Mac1 fbg enh,HUVEC inhibit
Cc1cc(N(C)C)c(C#N)c(=O)[nH]1,-7.0,86.2,5.2[fluorescence artefact?],1.2,100.8,-15.8,102.6,11.5,98.0
C/C=C(\CS(=O)(=O)c1ccccc1)S(=O)(=O)c1ccccc1,50.2,25.3*,-9.0,0.1,91.8,87.2*,63.6,-1.0,89.1
CCc1nc2ccccc2c(C(=O)Oc2cccc3cccnc23)c1C,-10.1,.,.,1,.,-1.7,.,-0.7,.
CCNc1nc(SCCOc2ccc(C)cc2)nc(N(C)C)n1,1.8,31.4*,-4.0,0.9,112.1,11.6,84.9,-4.0,96.8
O=C(CCc1ccc(S(=O)(=O)N2CCOCC2)cc1)N1CCCC1,-11.7,.,.,1.2,.,-20.6,.,-5.8,.
c1ccc2c(c1)oc1c(NCCCN3CCOCC3)ncnc12,-4.1,81.7,-8.6,0.8,113.2,23.0,105.4,1.5,83.6
CCCc1nnc(SCc2ccc(OC)cc2)n1N,4.3,92.7,13.9,0.5,106.1,51.2*,96.0,5.5,107.0
O=C(Nc1ccc(C(=O)N2CCOCC2)cc1)c1cccs1,3.1,98.6,6.5,1.1,91.0,-6.2,100.9,-1.5,93.6
CCOC(=O)C1CCN(C(c2cc3cc(C)cc(C)c3[nH]c2=O)c2nnnn2C2CCCCC2)CC1 (stereo not drawn),.,6.1*,6.7[fluorescence artefact?],.,168.5[fluorescence artefact?],.,56.7,.,59.3
O=C(C1CCCN(S(=O)(=O)c2cccc3cccnc23)C1)N1CCN(c2ccc(F)cc2)CC1 (stereo not drawn),-1.9,81.3,7.1,0.4,97.5,61.1*,97.7,0.9,84.9
COc1ccc(Cl)cc1N1CC(C(=O)Nc2nccs2)CC1=O (stereo not drawn),17.4,.,5.1,1,106.8,3.3,100.3,1.3,85.7
c1ccc(-c2nc3nonc3nc2-c2ccccc2)cc1,-1.6,1.9*,0.6,0.3,118.4,66.0*,16.8*,0.0,52.4
O=C(CN1CCC(NC(=O)Cc2ccccc2)CC1)Nc1cccc2ccccc12,-12.2,.,.,0.7,.,33.0,.,-0.4,.
Cc1noc(C)c1COC(=O)[C@H](C)NS(=O)(=O)c1ccc(Cl)c(Cl)c1,4.8,93.2,-8.5,0,100.2,97.9*,96.5,-1.7,93.2
Cc1csc2ncc(C(=O)NCc3ccccc3Cl)c(=O)n12,.,84.6,-2.9,.,91.7,.,91.9,.,73.2
C=CCn1c(COc2ccc(Cl)cc2)nnc1SCC(=O)N1CC(=O)Nc2ccccc21,-4.5,100.3,-2.6,0.7,106.9,30.8,97.3,3.8,94.5
Cc1ccc2nc(SC(C)C(=O)N3CCCC3)[nH]c2c1 (stereo not drawn),.,94.9,-7.0,.,74.6,.,96.2,.,92.2
Cc1ccc(-c2nnn(CC(=O)N(c3ccccc3)C(C(=O)NC3CCCC3)c3ccco3)n2)o1 (stereo not drawn),-16.7,82.8,11.9,0.8,113.2,18.8,95.2,30.8,87.7
Cc1c(NC(=O)C(C)Oc2ncnc3ccccc23)c(=O)n(-c2ccccc2)n1C (stereo not drawn),11.9,99.5,2.1,1.1,93.8[fluorescence artefact?],-10.3,99.7,-1.3,101.2
CC(C)N(Cc1nc(-c2ccccc2)no1)C(=O)CCCN1C(=O)c2ccccc2C1=O,21.3,87.6,-22.0,0.3,105.4,67.1*,101.1,3.3,105.4
O=C(c1cncc(Br)c1)N1CCN(c2ccc(N3CCOCC3)nn2)CC1,-3.5,100.4,-10.0,1,109.8,-2.7,99.5,-0.7,102.3
Cc1onc(-c2ccccc2)c1C(=O)Nc1cccc(OC(C)C)c1,-43.1,.,.,0.7,.,32.0,.,4.9,.
COc1ccc(NC(=O)N2CCCC2)cc1OC,.,99.4,-6.2,0.9,128.9[fluorescence artefact?],6.0,102.5,.,86.3
Cc1nc(N2CCN(C(=O)c3ccco3)CC2)c2c3c(sc2n1)CCC3,11.4,67.6,-2.8,0.1,86.0,85.6*,102.4,-2.0,70.1
COc1ccc(C(=O)CSc2nc3nc(C)cc(C)n3n2)cc1OC,.,78.7,-4.8,0.5,100.5,46.1,93.9,3.2,87.2
COCCCN1C(=O)C(=O)/C(=C(/O)c2ccc(OCC(C)C)cc2)C1c1cccnc1 (stereo not drawn),-10.5,88.8,3.0[fluorescence artefact?],1.1,106.1,-9.7,97.9,-4.9,102.7
CCOc1cccc2cc(C(=O)N3CCc4ccccc43)c(=O)oc12,-2.4,55.1,6.5,1.1,113.3,-9.1,93.5,1.8,90.8
CN(C(=O)c1ccno1)c1nnc(-c2ccccn2)s1,.,101.9,-7.5,.,127.2,.,100.2,.,97.8
CCOC(=O)CNC(=O)Cn1c(C)cc2ccccc2c1=O,-18.6,90.8,-4.7,0.6,125.9,42.9,97.7,-2.0,94.8
CC(=O)C1=C(C)Nc2ncnn2C1c1ccc(Cl)cc1 (stereo not drawn),-9.4,79.4,-7.2,0.4,92.4,63.8*,102.0,-3.1,95.5
Cc1cc(NC(=O)CSc2nnc(-c3ccc4c(c3)OCCO4)o2)no1,-10.8,2.4*,-18.9[fluorescence artefact?],0.5,326.8*[fluorescence artefact?],48.6,97.7,-4.4,98.8
COCCCNc1nc2c(c(=O)[nH]c(=O)n2C)n1CC(O)COc1ccccc1 (stereo not drawn),-6.5,82.2,-3.0,0.5,114.6,47.2,97.7,-2.0,100.2
CCOP(=O)(c1ccccc1)c1nc(-c2ccc(F)cc2)oc1N1CCCCC1 (stereo not drawn),2.0,64.2,15.4[fluorescence artefact?],0.8,84.8[fluorescence artefact?],18.1,94.4,-1.9,108.9
Cc1nnc(SC(=O)N2c3ccccc3Sc3ccccc32)s1,10.3,.,.,0.8,.,16.9,.,-0.6,.
COC(=O)CC/C(O)=C1\C(=O)CC(C)(C)CC1=Nc1ccccc1OC,-9.0,28.6*,22.5,0.7,106.5,31.5,94.4,-2.3,93.3
